# HP1b chromo inh = HTS for Inhibitors of HP1-beta Chromodomain Interactions with Methylated Histone Tails | AlphaScreen HP1-beta / biotin-H3K9me3 peptide binding | actives 0.56% (n = 390,000) | Chromobox protein homolog 1 (Homo sapiens), P83916 | Potency, µM (top dose mostly 114 µM), without a hit: at the highest dose activity change, negative = inhibition, actives largely listed as inhibitors; further: potency means the concentration at half of the fitted maximal effect; nearly all actives have a fitted effect of over 70% in size; inactives centre near 23
#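 AlphaScreen: HP1-beta (50 nM) preformed 30 min with biotin-H3(1-18)K9me3 peptide (50 nM) in PBS pH 7.4, 0.01% Tween-20. Compound added for 30 min at RT, then streptavidin donor/nickel chelate acceptor beads (10 ug/mL) for 30 min.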
# GLS inh = qHTS for Inhibitors of Glutaminase (GLS); GLS enzymatic activity, qHTS titration; Potency, µM (series often up to 45.5 µM), inactives show at the highest dose activity change, negative = inhibition, hits mostly inhibitors; actives 0.21% (n = 410,000); AID 624170, 2012; further: potency means the concentration at half of the fitted maximal effect; on the % scale 0 is the no-effect control and ±100 the full control effect
#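 Human kidney-isoform GLS in 45 mM KH2PO4 pH 8.2, 0.02% Tween-20, with compound, started with 1mM L-Glutamine (added stock). Glutamate oxidase/HRP/Amplex red coupled fluorescence read at start and after 30 min at RT.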
# JMJD2A Tudor inh = qHTS Assay for Inhibitors of JMJD2A-Tudor Domain; AlphaScreen JMJD2A-Tudor / H3K4me3 peptide binding; actives 4.4% (n = 390,000); Potency, µM (titrated, usually from 114 µM), for the others: at the top dose activity change, negative = inhibition, hits mostly inhibitors; Lysine-specific demethylase 4A (Homo sapiens), O75164; further: potency means the concentration at half of the fitted maximal effect; on the % scale 0 is the no-effect control and ±100 the full control effect; nearly all actives have a fitted effect of over 50% in size
# G9a block = qHTS Assay for Inhibitors of Histone Lysine Methyltransferase G9a; Histone-lysine N-methyltransferase EHMT2 (Homo sapiens), Q96KQ7; G9a H3K9 monomethylation, AlphaScreen, 2 h; Potency, µM (doses to about 102 µM), for the others: top-dose activity, negative = inhibition, usual class: inhibitors; actives 8.8% (n = 350,000); further: potency means the concentration at half of the fitted maximal effect; on the % scale 0 is the no-effect control and ±100 the full control effect; nearly all actives have a fitted effect of over 75% in size
#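 AlphaScreen read-out: biotin-H3K9 peptide (500 nM) methylation by 20 nM enzyme with 20 uM SAM, 2 h at room temperature after 15 min compound preincubation; anti-monomethyl H3K9 antibody plus donor/acceptor beads, 10 min dark.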
# Pin1 inh = qHTS Assay to Find Inhibitors of Pin1; Peptidyl-prolyl cis-trans isomerase NIMA-interacting 1 (Homo sapiens), Q13526; AID 504891, 2011; Potency, µM (highest dose often 115 µM), inactives show at the top dose activity, negative = inhibition, most hits filed as inhibitors; Pin1 FP peptide displacement, HiFluor488, 10 min; actives 0.009% (n = 390,000); active means well fitted inhibition curve with a large enough effect in the polarisation, with a control signal flat, not every such curve was filed as active; inconclusive means small, poorly fitted or top-dose-only effect, or effect the other way, or a change in a side signal; inactive means no such curve, though single readings can be large or run the other way; the % refers to the polarisation; further: potency means the concentration at half of the fitted maximal effect; on the % scale 0 is the no-effect control and ±100 the full control effect
# Target sequence (Q13526 whole entry, looked up): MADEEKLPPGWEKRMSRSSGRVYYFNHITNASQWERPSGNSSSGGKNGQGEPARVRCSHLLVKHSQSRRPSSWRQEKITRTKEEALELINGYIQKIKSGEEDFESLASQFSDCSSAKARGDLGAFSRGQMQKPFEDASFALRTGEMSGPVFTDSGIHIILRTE
# PI4K2A block = qHTS for small molecular inhibitors of PI4K2A; purified PI4K2A, ADP-Glo luminescence, 1 h; hits give low values; Phosphatidylinositol 4-kinase type 2-alpha (Homo sapiens), Q9BTU6; activity change, negative = inhibition, % at 76.9 µM; actives 0.13% (n = 420,000); in the data active means activity change below about -50%; inconclusive means mostly about -30% to -49%;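 further: -100% = wells without enzyme as full effect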
# Target sequence (Q9BTU6 whole entry, looked up): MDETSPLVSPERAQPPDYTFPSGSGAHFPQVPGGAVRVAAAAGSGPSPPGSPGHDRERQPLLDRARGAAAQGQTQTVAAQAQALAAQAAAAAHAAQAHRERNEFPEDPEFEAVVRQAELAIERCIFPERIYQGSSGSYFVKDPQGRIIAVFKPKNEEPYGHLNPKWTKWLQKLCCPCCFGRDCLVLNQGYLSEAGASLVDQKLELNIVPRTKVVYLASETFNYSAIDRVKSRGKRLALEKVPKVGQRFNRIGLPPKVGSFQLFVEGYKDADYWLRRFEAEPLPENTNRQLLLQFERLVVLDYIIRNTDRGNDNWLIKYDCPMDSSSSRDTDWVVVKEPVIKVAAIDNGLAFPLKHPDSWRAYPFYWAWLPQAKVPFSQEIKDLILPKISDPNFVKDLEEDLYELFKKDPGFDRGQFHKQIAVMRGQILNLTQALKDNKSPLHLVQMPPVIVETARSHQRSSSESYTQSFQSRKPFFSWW
#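 PI4K2A activity was measured by ADP-Glo luminescence: enzyme (4 ug/mL stock) and phosphatidylinositol (1.2 mM stock) in Tris pH 7.5/MgCl2/EGTA/Triton X-100 buffer were reacted with ATP (300 microM stock) for one hour at ambient temperature.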
# BAZ2B inh = qHTS Assay for Inhibitors of BAZ2B | AlphaScreen BAZ2B-H3K14Ac peptide displacement | actives 4.4% (n = 360,000) | Potency, µM (series often up to 114 µM), without a hit: top-dose activity change, negative = inhibition, usual class: inhibitors | Bromodomain adjacent to zinc finger domain protein 2B (Homo sapiens), Q9UIF8; further: potency means the concentration at half of the fitted maximal effect; on the % scale 0 is the no-effect control and ±100 the full control effect; nearly all actives have a fitted effect of over 60% in size
#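 Complex of BAZ2B and biotin-H3K14Ac (50 nM apiece) forms over 30 min at RT, then faces library compounds up to 110 uM for another 30 min; AlphaScreen beads added, 20 min dark incubation, luminescence read.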
# POLH inh = qHTS for Inhibitors of Polymerase Eta; actives 1.2% (n = 390,000); recombinant Pol eta, fluorescent DNA replication assay; Potency, µM (series often up to 114 µM), for the others: at the highest dose activity change, negative = inhibition, most hits filed as inhibitors; AID 588591, 2011; further: potency means the concentration at half of the fitted maximal effect; on the % scale 0 is the no-effect control and ±100 the full control effect
#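 Pol eta at 10 nM preincubated with compounds 15 min at room temperature; reaction started with fluorescent substrate (50 nM final) and read kinetically at 0 and 10 min.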
# Tb PGK inh = qHTS Assay to Find Inhibitors of Phosphoglycerate Kinase | Phosphoglycerate kinase, glycosomal (Trypanosoma brucei brucei), P07378 | PGK/GAPDH coupled, Kinase-Glo luminescence, 60 min | Potency, µM (series often up to 57.5 µM), without a hit: at the highest dose activity change, negative = inhibition, usual class: inhibitors | actives 0.043% (n = 380,000) | AID 602233, 2012; further: potency means the concentration at half of the fitted maximal effect; on the % scale 0 is the no-effect control and ±100 the full control effect; nearly all actives have a fitted effect of over 60% in size
# Target sequence (P07378 whole entry, looked up): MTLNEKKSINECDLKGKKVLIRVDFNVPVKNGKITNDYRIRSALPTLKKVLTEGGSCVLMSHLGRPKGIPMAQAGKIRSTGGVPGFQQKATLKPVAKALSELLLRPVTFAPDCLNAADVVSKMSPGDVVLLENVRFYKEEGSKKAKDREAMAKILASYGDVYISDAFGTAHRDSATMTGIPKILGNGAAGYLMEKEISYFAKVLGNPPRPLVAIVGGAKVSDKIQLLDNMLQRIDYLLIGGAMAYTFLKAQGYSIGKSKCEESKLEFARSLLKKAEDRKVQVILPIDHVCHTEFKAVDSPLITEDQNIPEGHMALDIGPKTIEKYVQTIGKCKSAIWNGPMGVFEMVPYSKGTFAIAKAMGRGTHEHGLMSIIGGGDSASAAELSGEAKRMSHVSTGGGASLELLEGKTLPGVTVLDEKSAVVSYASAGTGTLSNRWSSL
#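 Recombinant glycosomal PGK reaction used 1,3-bisphosphoglycerate generated in-well by GAPDH (100nM final) in 100mM TEA pH 7.6, 5mM MgCl2, 0.01% Tween-20. After 60 minutes at room temperature, ATP was read by Kinase-Glo Plus luminescence end-point.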
# An asterisk follows results filed as active; i = inactive; ? = inconclusive; nt = no result given; & = joins results of further samples; [ ] = dose if it differs, or a comment. Unless noted, the call rests on the fitted dose curve; in most records, active means well fitted curve in the direction sought with a large enough effect; inconclusive means small, poorly fitted or top-dose-only effect, or another doubt; inactive means no such curve, though single readings can be large; an effect the other way counts as inactive or inconclusive.
SMILES,HP1b chromo inh,GLS inh,JMJD2A Tudor inh,G9a block,Pin1 inh,PI4K2A block,BAZ2B inh,POLH inh,Tb PGK inh
CC(Oc1ccccc1C(N)=O)C(=O)Nc1ccc(S(=O)(=O)N2CCCC2)cc1 (centres undefined),12%,7%,-3%,9%[0.501 µM],-2%,4,9%,-6%,7%
Cc1cc(Cl)cc(Cl)c1OCCOCCN(C)C,?,-5%,6.3µM*,11µM*,-4%,-6,?,-14%,-1%
CC1CN(C(=O)c2cccc(S(=O)(=O)N3CCN(c4ccc(F)cc4)CC3)c2)CC(C)O1 (centres undefined),21%,7%,-6%,30%,-2%,0,-12%,-11%,8%
CCCCCCCNC(=O)C1(CC2CC(c3ccccc3)=NO2)CCN(C(=O)OC(C)(C)C)CC1 (centres undefined),39%[activator],4%,-23%,16%[2.33 µM],4%,4,7%,?,0%
Cc1cccc(CSCCNC(=O)c2ccc(N(C)S(=O)(=O)c3ccccc3)cc2)c1,49%[activator],-9%,-10%,7%,2%,-12,1%,-16%,i
Cc1ccc2ccccc2c1COC(=O)c1nonc1N,27%,-18%,-10%,-29%[59 µM],2%,-5,-4%,-6%,-3%
CC(C)c1ccc(N2C(=O)C3C4C=CC(CC4)C3C2=O)cc1 (centres undefined),38%[activator],0%,-2%,6%,-7%,2,6%,-10%,-5%
O=C(OCc1nc2scc(-c3ccccc3)c2c(=O)[nH]1)c1cc([N+](=O)[O-])ccc1Cl,30%,3%,-1%,8%[59 µM],35%[activator],-1,-8%,-22%,1%
Cc1cccc([C@@H]2[C@@H]3C(=O)N(Cc4ccccc4)C(=O)[C@@H]3[C@]3(Cc4ccccc4)C(=O)N(c4cccc(F)c4)C(=O)N23)c1,23%,0%,-14%,-13%[2.33 µM],15%,-3,10%,-8%,-4%
O=c1cc[nH]c2ccc(Cl)cc12,19%,-2%,-19%,-8%,-7%,-1,3%,-13%,0%
CC(C)c1ccc(C(=O)Nc2cccc3cccnc23)cc1,147%[activator],-6%,112%[activator],68%[activator][59 µM],10%,1,120%[activator],-24%,5%
Cc1ccc([C@H]2C[C@@H](O)[C@H](n3cc(C4CC4)nn3)CN2Cc2cccs2)cc1,nt,18%,nt,nt,nt,-7,nt,-12%,-1%
Cc1nn(-c2ccc(NC(=O)c3ccncc3)cc2)c(C)c1Cl,47%[activator],6%,-15%,13%,-5%,2,-18%,-7%,3%
CCOC(=O)Cn1c(=O)oc2cc(S(=O)(=O)Nc3ccc(F)cc3)ccc21,40%[activator],2%,-2%,?,13%,3,8%,-8%,-5%
CC(=O)Nc1ccc(S(=O)(=O)N2CCC(N3CCN(Cc4ccc(C)cc4)C(=O)C3=O)CC2)cc1,34%,11%,-29%,-26%[59 µM],118%[activator],-4,?,?,-14%
O=C(NCC(c1ccco1)S(=O)(=O)c1ccc(Cl)cc1)c1ccc(C(F)(F)F)cc1 (centres undefined),23%,2%,-17%,?,?,6,-4%,-16%,11%
COC(=O)C1=C(C)Nc2sc(C(N)=O)c(N)c2C1c1ccncc1 (centres undefined),33%,6%,-21%,?,1%,-11,?,-14%,nt
Cc1ccccc1C(=O)Nc1ccc(C(=O)N/N=C/c2ccc(O)c(Br)c2)cc1,15%,30%,-17%,nt,13%,2,-20%,-26%,4%
CNc1ccc(S(=O)(=O)NC)cc1[N+](=O)[O-],27%,-1%,-15%,9%,-1%,0,-4%,-10%,3%
O=C(O)CCC1COc2ccccc2O1 (centres undefined),42%[activator],-5%,11%,-1%[12.7 µM],-3%,7,7%,-11%,-2%
CCN(CC)S(=O)(=O)c1cc(NC(=O)CCn2[nH]c(=O)ccc2=O)ccc1C,7%,-12%,-26%,nt,-1%,-6,nt,-9%,-8%
c1nc2nc3c(c(N4CCOCC4)n2n1)CCCC3,44%[activator],8%,4%,-28%,5%,-1,-6%,7%,8%
COC(=O)Cn1c(=NC(=O)CN2C(=O)CCC2=O)sc2cc(S(N)(=O)=O)ccc21,36%,-6%,-9%,-2%[59 µM],-1%,-9,4%,-23%,i
CCCOC(=O)C1=C(C)NC2=C(C(=O)CCC2)C1c1cccc(OC)c1OC (centres undefined),27%,18%,-7%,-8%,?,6,13%,-9%,i
O=C(COc1nnc2ccccn12)N1CCN(S(=O)(=O)c2ccccc2)CC1,23%,-8%,1%,nt,5%,1,nt,-4%,1%
O=C(Nc1cccc(F)c1)c1cc(S(=O)(=O)N2CCOCC2)ccc1N1CCCC1,19%,-12%,-18%,?,0%,2,-7%,-11%,2%
C[C@]12C=CC(=O)C=C1CC[C@@H]1[C@@H]2[C@@H](O)C[C@@]2(C)[C@H]1CC[C@]2(O)C(=O)CO,38%,-4%,-2%,nt,0%,2&0,13%,-11%,i
Cc1ccc(CNC(=O)C(C)n2c(=O)cc(-c3ccccc3)c3c(C)nn(C)c32)cc1 (centres undefined),24%,-5%,-15%,-2%[59 µM],-3%,-3,-14%,-24%,3%
CCOC(=O)c1ccc(N=CC2=C(O)CC(C)(C)CC2=O)cc1,24%,-7%,-20%,?,-1%,-8,-2%,0%,-2%
COc1ccc(OC)c(NC(=O)CCc2c(C)nc3c(c(C)nn3C(C)(C)C)c2C)c1,16%,1%,-26%,-3%[59 µM],-2%,5,-27%,-13%,0%
Cc1cc(C(=O)OCC(=O)c2ccc(Cl)c([N+](=O)[O-])c2)c2cccc(C)c2n1,-10%,1%,22µM*,?,5%,2,?,?,-1%
COc1ccc(NC(=O)Nc2ccc3c(c2)C(=O)N([C@H](C)CO)C[C@H](C)[C@@H](CN(C)C(=O)Nc2c(C)noc2C)O3)cc1,51%[activator],2%,-10%,nt,1%,2,nt,-16%,-2%
COc1cccc(CN(C)C(=O)c2cc(S(=O)(=O)NC3CCCCC3)ccc2C)c1,28%,-7%,-15%,nt,-13%,3,nt,-7%,12%
COc1ccccc1/C=N/NC(=O)c1cccc(OC(F)(F)C(F)F)c1,27%,-5%,-28%,13%[59 µM],-1%,-3,2%,-23%,0%
COc1ccc(CNc2nc3ccccc3n2C(C)C)cc1,30%,-8%,-7%,-14%,0%,-2,11%,1%,i
O=C1C2=C(c3ccccc31)[N+](=O)[C@@H]1CCCC[C@@H]1N2[O-],5%,1%,-26%,?,-4%,-25,-11%,-8%,-10%
CN1CCN(c2ccc(C(CC(N)=O)NC(=O)c3ccccc3)cc2[N+](=O)[O-])CC1 (centres undefined),39%,-1%,1%,nt,-2%,2,8%,-3%,1%
CCCCCC(=O)Nc1cc(S(=O)(=O)N2CCOCC2)ccc1Oc1ccc(OCC)cc1,38%[activator],-2%,-15%,8%,10%,1,8%,-10%,-4%
CN1CCN(C(=O)c2ccc3c(=O)n(Cc4ccc(Cl)cc4)c(=S)[nH]c3c2)CC1,25%,?,-32%,45µM*,40%[activator],6,-20%,-10%,8%
O=S(=O)(CCc1nnc(-c2ccc(Br)cc2)o1)c1ccc(Cl)cc1,55%[activator],-7%,0%,-2%[59 µM],4%,-2,-4%,?,-5%
COc1ccc(C(=O)C2CCCN(C(=O)c3ccc(CSC)o3)C2)cc1F (centres undefined),10%,-1%,-32%,32µM*,-9%,-1,-33%,-22%,-1%
Cc1nn(-c2ccccc2)c2c1C(c1ccc([N+](=O)[O-])cc1)N1C(=N2)C(=O)Nc2ccccc21 (centres undefined),-9%,16%,-32%,-1%[59 µM],2%,7,?,-7%,0%
O=c1ccc(Cc2ccc(Cl)cc2)n[nH]1,28%,5%,-8%,nt,0%,-1,-7%,3%,0%
CSc1ccccc1OCc1cc(C(=O)NCCC2=CCCCC2)no1,18%,0%,-2%,71%[activator],8%,2,-1%,-9%,i
Cc1cc(C)nc(NC(=O)c2cccs2)c1,20%,-15%,-11%,-3%[0.501 µM],-1%,3,9%,-9%,-12%
COCCNC(=O)NC12CC3(C)CC(C)(CC(C)(C3)C1)C2,30%,2%,-19%,-2%,-7%,0,-23%,-17%,-9%
COc1cccc(-c2nc3n(n2)CCc2ccccc2-3)c1,nt,-20%,nt,nt,nt,-5,nt,-4%,0%
O=C(CCc1nc(-c2ccccc2)c(-c2ccccc2)o1)OCc1ccc(Cl)cc1,77%[activator],-9%,26%,216%[activator][59 µM],-2%,0,15%,0%,i
CC1CN(C(=O)CN2C(=O)NC3(CCCCCCC3)C2=O)CC(C)O1 (centres undefined),14%,3%,-18%,-28%[59 µM],-4%,1,-31%,-5%,0%

# A section from the list above, for reference:
SMILES,HP1b chromo inh,GLS inh,JMJD2A Tudor inh,G9a block,Pin1 inh,PI4K2A block,BAZ2B inh,POLH inh,Tb PGK inh
COCCNC(=O)NC12CC3(C)CC(C)(CC(C)(C3)C1)C2,30%,2%,-19%,-2%,-7%,0,-23%,-17%,-9%
COc1cccc(-c2nc3n(n2)CCc2ccccc2-3)c1,nt,-20%,nt,nt,nt,-5,nt,-4%,0%

# Screening results deposited in PubChem BioAssay by National Center for Advancing Translational Sciences (NCATS).

# Not all compounds are listed; the hit share may differ from the screen's.
